Screens deposited in PubChem BioAssay by several laboratories.
E coli growth: bacterial growth inhibition, counter-screen for AddAB inhibitors; E. coli V3065 growth, OD600 absorbance, 18 h; inhibition, % at 11.9 µM; 0.27% of 330,000 active; AID 449728;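 active = inhibition above the campaign's mean inhibition across all tested compounds plus 3 SD, cut at about 9.9% in these data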;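 also: uninfected addAB+ strain grown without phage in ampicillin broth; 0% = DMSO wells and 100% = ciprofloxacin 0.95 µg/ml wells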
PKA-R1A activ: activates the PKA-R1A holoenzyme complex | AID 504707 | P00514+P68181 | PKA-R1A dissociation, Cy5-IP20 fluorescence polarization; scaled: DMSO 0%, 113 µM cGMP 100% | activation, % at 11.4 µM | 0.083% of 340,000 active;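 active = percent activation above the mean of all tested compounds plus 3 SD, cut at about 19% in these data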;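 also: higher means more PKAc released from R1A so a rise in polarization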
HTR5A ag: HTR5A agonism, opioid heterodimer counter-screen | P47898 | HTR5A agonist assay, luminescence, cell-based | activation, % at 9.3 µM | 0.61% of 340,000 active | AID 504692; in the data active = activation mostly above about 9.5%, no sharp cut-off; inactive = mostly below about 7.6%;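 also: 0% = cells with vehicle only and 100% = reference agonist; strong numbers were not always called active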
Target sequence (P47898 whole entry, looked up): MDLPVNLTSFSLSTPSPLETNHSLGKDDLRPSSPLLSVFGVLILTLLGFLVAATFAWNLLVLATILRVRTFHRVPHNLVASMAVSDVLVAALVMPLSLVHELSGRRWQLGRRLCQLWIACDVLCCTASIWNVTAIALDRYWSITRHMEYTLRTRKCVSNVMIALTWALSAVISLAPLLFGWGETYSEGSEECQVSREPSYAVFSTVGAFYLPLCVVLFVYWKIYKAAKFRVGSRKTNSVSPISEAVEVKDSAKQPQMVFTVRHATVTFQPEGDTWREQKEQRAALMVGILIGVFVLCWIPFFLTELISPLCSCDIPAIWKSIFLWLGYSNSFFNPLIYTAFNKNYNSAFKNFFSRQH
Mot1-301 SUMO: inhibitors of SUMOylation pathway: yeast Mot1-301 growth rescue; growth rescue, % at 18.8 µM; S. cerevisiae Mot1-301 growth rescue, ATP luminescence, 38.5C; percent above DMSO median, 100 means doubled; 1% of 320,000 active; AID 2716;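 active = every valid replicate shows activation above 250% relative to neutral control wells; inactive = the rest, any valid replicate at or below 250%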;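 also: OY570 slx delta 5 strain wells were the positive control but not used for scaling; some compounds called inactive have numbers as strong as hits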
OPRM1-OPRD1 ag: OPRM1-OPRD1 heterodimerization agonism; P35372+P41143; cells, luminescence; activation, % at 9.3 µM; 0.3% of 340,000 active; AID 504326; in the data active = activation above about 18%;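 also: 0% = vehicle-treated cells and 100% = reference agonist; values of inactives mirror those of a sister screen read the other way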
HTR5A inv ag: inverse agonist of human HTR5A in OPRM1-OPRD1 counter-screen; inhibition, % at 9.3 µM; HTR5A cell line, luminescence, inverse agonism; P47898; 0.083% of 340,000 active; in the data active = inhibition mostly above about 23%, no sharp cut-off; inactive = mostly below about 18%;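 also: 0% = cells with DMSO and 100% = no-cell wells with DMSO; some compounds called inactive have numbers as strong as hits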
PfHsp90 yeast 2: growth inhibition of yeast expressing Plasmodium Hsp90; 0.32% of 310,000 active; inhibition, % at 9.4 µM; S. cerevisiae expressing PfHsp90, BacTiter-Glo ATP, 48 h; yeast lacking PDR1 and PDR3 efflux regulators; AID 504621;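 active = every replicate shows inhibition above about 80%, whatever the replicate mean, limit read from the data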;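 also: 0% = DMSO neutral controls and 100% = 20 µM radicicol positive controls; yeast relying on Plasmodium falciparum Hsp90 in place of its own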
Pemphigus Ab inh: blocks pemphigus antibody binding to human desmoglein-3; AID 588358; DSG3-coupled beads, scFv-anti-DSG3-GFP binding, flow cytometry; active compounds read low; 0.48% of 310,000 active; P32926; binding (percent of control), % at 10 µM;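 active = binding more than 3 SD below its plate's average and above zero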;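 also: hits lower antibody fragment binding to DSG3; some compounds called inactive have numbers as strong as hits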
MOR-DOR inv ag: inverse agonist of human OPRM1-OPRD1 heterodimerization; 0.21% of 340,000 active; inhibition, % at 9.3 µM; AID 504357; cell-based MOR-DOR heterodimer luminescence, inverse agonism; in the data active = inhibition above about 22%, passing the limit was not always enough;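 also: 0% = cells with DMSO and 100% = wells without cells with DMSO; values of inactives mirror those of a sister screen read the other way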
phage Ecoli inh: E. coli growth loss with phage present | growth absorbance | inhibition, % at 11.9 µM | 0.26% of 360,000 active | AID 651602; in the data active = inhibition above about 11%
AddAB inh: less growth of phage-infected E. coli with AddAB; E. coli expressing H. pylori AddAB, absorbance growth; inhibition, % at 11.9 µM; 0.29% of 330,000 active; AID 435030; in the data active = inhibition above about 12%;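 also: 0% = vehicle wells of infected cells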
Numbers without * were called inactive; · = not tested or not shown.

Under each structure – E coli growth	PKA-R1A activ	HTR5A ag	Mot1-301 SUMO	OPRM1-OPRD1 ag	HTR5A inv ag	PfHsp90 yeast 2	Pemphigus Ab inh	MOR-DOR inv ag	phage Ecoli inh	AddAB inh
1) CCNc1nc(NCC)n2c(SC(C)C(=O)c3ccc(C)cc3)nnc2n1 (stereo not given)
→ 1.0	-1	-2	2	0.5	2	-6	96	-3	2.5	2.4
2) COc1ccc(C)cc1NC(=O)CSc1nnc(-c2ccc(C)cc2)o1
→ 2.4	-14	3	-5	3.2	-8	5	105	-16	0.0	1.8
3) Cc1ccc(S(=O)(=O)N2CCCC(C(=O)N3CCN(C)CC3)C2)cc1 (stereo not given)
→ 2.1	-1	-4	-1	-2.5	-3	-6	108	14	2.0	2.8
4) CC1Oc2ccccc2N(CC(=O)N2CCCCC2)C1=O (stereo not given)
→ -1.9	2	3	12	-0.5	-9	14	121	4	4.8	0.9
5) Cc1ccc(NC(=O)CNC(=O)C2CCCCC2)nc1
→ -0.6	-4	3	175	-3.5	-8	·	102	18	3.0	0.0
6) CCN1CCN(CCNC(=O)c2ccc(CS(=O)c3ccc(Br)cc3)o2)CC1 (stereo not given)
→ -2.4	-14	-4	3	-1.4	-10	-2	98	8	2.2	3.7
7) C/C(CCc1ccccc1)=N\NC(=O)c1ccccc1[N+](=O)[O-]
→ 0.6	-6	-1	14	-1.4	-17	5	128	8	4.8	1.9
8) CCN(CC)c1ccc(N2C(=O)c3ccccc3C2=O)cc1
→ 0.8	7	-2	-17	-2.1	-15	-16	97	12	-0.3	2.4
9) COC(=O)c1cccc(N(C(=O)c2cnccn2)C(C(=O)NCc2ccccc2)c2ccco2)c1 (stereo not given)
→ -2.7	-7	3	322*	0.7	-8	·	97	-4	0.9	0.6
10) COc1ccc(N2CCN(C(=O)COC(=O)c3cccc(S(=O)(=O)Nc4cccc(C)c4)c3)CC2)cc1
→ -0.1	-8	6	-6	-1.0	-16	-6	97	5	4.8	-1.6
11) CC(C)N(C(=O)COC(=O)c1ccccc1C(=O)c1ccc(Cl)c([N+](=O)[O-])c1)C(C)C
→ -0.1	-12	-2	-11	-1.3	-15	-8	100	7	2.1	0.9
12) O=c1oc(C2(O)CCCCC2)cc2ccc(Br)cc12
→ 1.2	12	-3	296	1.0	-5	-1	95	-5	1.6	0.8
13) Nc1c2c(nc3ccccc13)CSCC2
→ -0.7	4	3	3	-1.0	9	-14	109	5	1.9	1.4
14) O=C(CNC(=O)c1ccc(OC(F)F)cc1)Nc1cccc(S(=O)(=O)N2CCCC2)c1
→ -1.4	9	-7	-1	-0.6	18	1	125	3	5.3	0.0
15) Cc1cc(=O)n2nc(N3CCCC3C(=O)Nc3cccc(F)c3)sc2n1 (stereo not given)
→ -0.1	-7	7	-10	0.3	-20	-8	112	-2	2.9	-0.6
16) COc1cc(/C=C2\SC(=S)N(Nc3ncc(C(F)(F)F)cc3Cl)C2=O)ccc1O
→ 0.5	-2	-9	-7	-0.9	41*	106*	92	6	2.3	1.4
17) Nc1ccc(O)c(-c2nc3ccccc3s2)c1
→ -1.8	0	0	-11	-3.1	-11	1	62	19	-1.3	-0.2
18) CN(c1ccccc1)S(=O)(=O)c1ccc2[nH]c(=O)oc2c1
→ -1.3	8	3	160	0.6	5	-4	128	-5	-1.2	2.2
19) Cc1ccccc1-n1cc(CNC(=O)CC2C(=O)NCCN2C/C=C/c2ccccc2)cn1 (stereo not given)
→ -0.1	-9	-1	-1	-0.5	3	-6	·	2	0.8	-0.7
20) CC1CCN(CCOc2ccc(C(=O)c3ccccc3)cc2)CC1
→ -1.0	0	-7	0	-1.5	-2	26	112	7	-0.4	2.0
21) CCOc1ccc(NC(=O)CSC2=NCCN2)cc1
→ 1.3	-12	-2	-10	-4.6	-3	-1	·	22	0.3	1.9
22) O=C1OC(Nc2ccccn2)c2ccccc21 (stereo not given)
→ 0.0	8	0	-21	-0.9	13	-19	·	5	2.8	2.5
23) CCOC(=O)N1CCN(c2nc(-c3ccc(OC)cc3)no2)CC1
→ -0.2	6	1	-6	-3.0	15	9	105	15	3.1	-1.4
24) COc1ccc(S(=O)(=O)N(C)C[C@@H]2Oc3ccc(NC(=O)Nc4c(C)noc4C)cc3C(=O)N([C@H](C)CO)C[C@@H]2C)cc1
→ 1.8	-10	-1	4	-2.1	-2	5	101	12	-1.6	1.2
25) c1ccc2c(CSc3nnc(-c4ccncc4)o3)cccc2c1
→ -0.5	-11	-2	0	0.0	13	·	104	0	2.5	1.7
26) CC(=O)NC12CC3CC(C1)CC(C(=O)N1CCN(S(=O)(=O)c4cccs4)CC1)(C3)C2
→ -1.8	-5	2	8	-1.1	-7	-7	100	6	3.3	1.7
27) COc1ccc(C(=O)N/C(=C\c2cn(C)c3ccccc23)C(=O)NCCN2CCOCC2)cc1OC
→ -1.3	5	-2	155	-2.3	7	1	102	12	0.8	3.2
28) C=CCCC(=O)Nc1ccc(COC(=O)N2CCOCC2)cc1
→ 3.0	4	2	190	-4.8	-14	-22	·	22	-0.2	-1.7
29) COc1ccc(Nc2nc3ccc(C)cc3n3cnnc23)cc1Cl
→ 1.8	-6	0	31	0.9	2	-19	88	-5	0.5	-0.9
30) O=C(CS(=O)(=O)c1ccc(F)cc1)NCCS(=O)(=O)c1ccccc1
→ -3.6	10	3	-35	0.3	-11	-33	117	-2	1.8	-2.7

2 compounds drawn at random from the list so far, as already listed:
Under each structure – E coli growth	PKA-R1A activ	HTR5A ag	Mot1-301 SUMO	OPRM1-OPRD1 ag	HTR5A inv ag	PfHsp90 yeast 2	Pemphigus Ab inh	MOR-DOR inv ag	phage Ecoli inh	AddAB inh
8) CCN(CC)c1ccc(N2C(=O)c3ccccc3C2=O)cc1
→ 0.8	7	-2	-17	-2.1	-15	-16	97	12	-0.3	2.4
28) C=CCCC(=O)Nc1ccc(COC(=O)N2CCOCC2)cc1
→ 3.0	4	2	190	-4.8	-14	-22	·	22	-0.2	-1.7

(listing goes on)
Under each structure – E coli growth	PKA-R1A activ	HTR5A ag	Mot1-301 SUMO	OPRM1-OPRD1 ag	HTR5A inv ag	PfHsp90 yeast 2	Pemphigus Ab inh	MOR-DOR inv ag	phage Ecoli inh	AddAB inh
31) COc1ccccc1-n1c(C)nnc1SCC(=O)Nc1cccc(C(C)=O)c1
→ -0.7	0	3	-7	-2.4	-7	·	100	12	4.9	3.7
32) CC(=O)Nc1ccc(OC(=O)c2ccc(Br)c([N+](=O)[O-])c2)cc1
→ -1.7	-5	-4	327	1.0	11	-7	88	-7	1.9	2.8
33) CCc1ccc(-n2c(C)nc3cc(C(=O)NCc4cccnc4)ccc32)cc1
→ 1.3	3	1	17	-3.9	-4	2	106	20	-1.2	1.5
34) Cc1ccc(S(=O)(=O)NCc2ccc(C(=O)N(C)CCC#N)cc2)cc1
→ 0.1	-9	2	229	-0.2	-7	14	97	1	3.6	2.9
35) O=C(NCCc1ccc(Cl)cc1Cl)c1ccc2nc[nH]c2c1
→ -0.9	1	1	774	-3.1	-1	-1	101	16	-1.5	1.5
36) O=C(c1cccc(Cl)c1)N1CCN(Cc2ccccc2)CC1
→ ·	7	3	-9	-2.2	-11	-3	125	10	2.7	·
37) O=C(Nc1cccc(NC(=O)c2cccs2)c1)c1ccc2c(c1)OCO2
→ -3.3	-10	-2	25	-0.6	5	1	96	3	2.1	1.2
38) Cc1ccc2nc(NC(=O)C3CCN(S(=O)(=O)c4ccc5c(c4)oc(=O)n5C)CC3)sc2c1
→ 1.8	-2	-5	-13	-2.5	13	0	97	13	2.1	2.9
39) COc1ccc2[nH]c3c(c2c1)CCN1C(=O)C(CC(=O)NC(C)(C)C)C[C@H](C(=O)N2CCCCC2)[C@@]31CCc1ccccc1 (stereo not given in full)
→ 2.7	2	0	·	0.8	0	18	94	-4	1.9	-0.6
40) O=C(OCc1nnc(-c2ccccc2)o1)C1=COCCO1
→ -4.4	-11	1	203	-3.5	17	4	·	18	3.8	0.3
41) COc1cc(OC)c2c(-c3cccc(-c4ccc(F)c(Cl)c4)c3)cc(=O)oc2c1
→ -0.5	-1	-3	·	-2.6	12	-19	101	13	0.8	-0.7
42) Cc1cccc(C(=O)Nc2ccc(O)cc2C(=O)O)c1
→ 2.8	-6	3	1	0.2	-27	0	105	-1	3.6	4.6
43) O=C(N1CCOCC1)N1CCN(S(=O)(=O)c2ccccc2)C1
→ 0.5	-8	8	1	-3.7	-24	·	·	18	2.0	-0.5
44) CCn1ccnc1CN(C)Cc1cn[nH]c1-c1ccc(F)cc1F
→ 3.5	-5	2	-9	-0.7	-6	-9	111	4	2.6	1.5
45) CC(=O)N1N=C(c2cccc([N+](=O)[O-])c2)OC1c1ccccc1Cl (stereo not given)
→ -1.6	0	2	-6	-3.2	1	·	106	19	3.2	0.6
46) O=C(NCc1cccc(Cl)c1)c1cnccn1
→ -2.1	-12	1	-8	-1.9	-2	·	108	10	2.0	-0.3
47) CN1C[C@@H]2C(c3ccc(Cl)nc3)C3(c4ccccc4)CC2(C3)[C@H]1c1ccccc1 (stereo not given in full)
→ -1.6	-1	2	-27	1.1	-2	·	109	-6	-1.1	-1.1
48) Cc1nc2cc(OCc3cc(C(=O)NC(C)c4cnn(C)c4)no3)ccc2s1 (stereo not given)
→ 1.4	3	-1	-4	-0.7	3	31	112	3	0.6	-0.1
49) CCc1nc(SCC(=O)NCC2CCCO2)c2c(=O)n(C)c(=O)n(C)c2n1 (stereo not given)
→ 2.5	-6	7	186	-3.1	9	13	·	17	2.6	0.3
50) Cc1ccc(-n2c3nc(=O)[nH]c(=O)c-3cc3c(C)nn(-c4ccccc4)c32)c(C)c1
→ 4.3	-7	-1	-12	-2.6	2	-11	99	14	1.3	1.8
51) Cc1cc(C)cc(NC(=S)NC(=O)CCN2C(=O)c3ccccc3C2=O)c1
→ 2.5	-11	-1	2	1.2	-4	-23	103	-7	-0.3	0.7
52) COc1cccc(CNC(=O)C2CCCN(S(=O)(=O)c3c(C)[nH]c(=O)[nH]c3=O)C2)c1 (stereo not given)
→ -0.1	-2	-1	3	-1.1	10	23	100	6	0.8	0.4
53) Cc1cccc(-n2c(N)cc(=O)nc2SCC(=O)Nc2nnc(C)s2)c1
→ ·	8	-1	·	-0.8	13	7	111	4	3.5	·
54) CN(C)c1cc[n+](Cc2c(Cl)cccc2Cl)cc1
→ -0.9	4	0	-23	1.0	6	58	104	-5	-0.3	-0.4

Complete entries, quoted from the list. Order of screens: E coli growth, PKA-R1A activ, HTR5A ag, Mot1-301 SUMO, OPRM1-OPRD1 ag, HTR5A inv ag, PfHsp90 yeast 2, Pemphigus Ab inh, MOR-DOR inv ag, phage Ecoli inh, AddAB inh
CC(=O)N1N=C(c2cccc([N+](=O)[O-])c2)OC1c1ccccc1Cl (stereo not given) in the list: -1.6, 0, 2, -6, -3.2, 1, ·, 106, 19, 3.2, 0.6
O=C(OCc1nnc(-c2ccccc2)o1)C1=COCCO1 in the list: -4.4, -11, 1, 203, -3.5, 17, 4, ·, 18, 3.8, 0.3
COC(=O)c1cccc(N(C(=O)c2cnccn2)C(C(=O)NCc2ccccc2)c2ccco2)c1 (stereo not given) in the list: -2.7, -7, 3, 322*, 0.7, -8, ·, 97, -4, 0.9, 0.6
